# NR1D1 modulator = modulators of Rev-erb alpha DNA binding, primary screen, biochemical, FITC-DNA, fluorescence polarization, uHTS | Nuclear receptor subfamily 1 group D member 1 (Homo sapiens), P20393 | Rev-erbα–FITC-DNA binding, 90 min | activity, % at 10 µM | hit rate 0.79% among 370,000;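 active means activity above about 14%, limit read from the data; passing the limit was not always enough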;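 further: 0% = DMSO wells with 35 nM protein and 100% = DMSO wells with 750 nM protein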
# ADAM17 inh = ADAM17 inhibitors, primary screen, biochemical, QFRET; inhibition, % at 6.95 µM; recombinant ADAM17, EDANS/DABCYL FRET peptide cleavage; hit rate 0.83% among 370,000;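 active means inhibition above the mean of compounds lying between control limits plus 3 SD, set per campaign, cut at about 8.5% in these data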;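 further: 0% = DMSO-only wells as the low control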
# hcDAF12 agonist = H. contortus DAF-12 nuclear receptor activators, primary screen, cell-based, luminescence, HEK293, lit1-tk-luc reporter; HEK293 hcDAF-12 lit1-tk-luc reporter; 0% DMSO, 100% Δ7-dafachronic acid; AID 652067, 2013; hit rate 1.4% among 370,000; activation, % at 6.8 µM;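 active means activation above the mean of all tested compounds plus 3 SD, cut at about 5.5% in these data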;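 further: 100% = response to 3 µM Δ7-dafachronic acid high control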
# PLC-gamma1 inh = PLC-gamma1 enzyme inhibitors, primary screen, biochemical, fluorescence, purified enzyme. fluorogenic substrate. inhibition, % at 12.2 µM. hit rate 0.84% among 370,000. AID 720700, 2013; in the data active means inhibition above about 9.5%
# Target sequence (P19174 whole entry, looked up): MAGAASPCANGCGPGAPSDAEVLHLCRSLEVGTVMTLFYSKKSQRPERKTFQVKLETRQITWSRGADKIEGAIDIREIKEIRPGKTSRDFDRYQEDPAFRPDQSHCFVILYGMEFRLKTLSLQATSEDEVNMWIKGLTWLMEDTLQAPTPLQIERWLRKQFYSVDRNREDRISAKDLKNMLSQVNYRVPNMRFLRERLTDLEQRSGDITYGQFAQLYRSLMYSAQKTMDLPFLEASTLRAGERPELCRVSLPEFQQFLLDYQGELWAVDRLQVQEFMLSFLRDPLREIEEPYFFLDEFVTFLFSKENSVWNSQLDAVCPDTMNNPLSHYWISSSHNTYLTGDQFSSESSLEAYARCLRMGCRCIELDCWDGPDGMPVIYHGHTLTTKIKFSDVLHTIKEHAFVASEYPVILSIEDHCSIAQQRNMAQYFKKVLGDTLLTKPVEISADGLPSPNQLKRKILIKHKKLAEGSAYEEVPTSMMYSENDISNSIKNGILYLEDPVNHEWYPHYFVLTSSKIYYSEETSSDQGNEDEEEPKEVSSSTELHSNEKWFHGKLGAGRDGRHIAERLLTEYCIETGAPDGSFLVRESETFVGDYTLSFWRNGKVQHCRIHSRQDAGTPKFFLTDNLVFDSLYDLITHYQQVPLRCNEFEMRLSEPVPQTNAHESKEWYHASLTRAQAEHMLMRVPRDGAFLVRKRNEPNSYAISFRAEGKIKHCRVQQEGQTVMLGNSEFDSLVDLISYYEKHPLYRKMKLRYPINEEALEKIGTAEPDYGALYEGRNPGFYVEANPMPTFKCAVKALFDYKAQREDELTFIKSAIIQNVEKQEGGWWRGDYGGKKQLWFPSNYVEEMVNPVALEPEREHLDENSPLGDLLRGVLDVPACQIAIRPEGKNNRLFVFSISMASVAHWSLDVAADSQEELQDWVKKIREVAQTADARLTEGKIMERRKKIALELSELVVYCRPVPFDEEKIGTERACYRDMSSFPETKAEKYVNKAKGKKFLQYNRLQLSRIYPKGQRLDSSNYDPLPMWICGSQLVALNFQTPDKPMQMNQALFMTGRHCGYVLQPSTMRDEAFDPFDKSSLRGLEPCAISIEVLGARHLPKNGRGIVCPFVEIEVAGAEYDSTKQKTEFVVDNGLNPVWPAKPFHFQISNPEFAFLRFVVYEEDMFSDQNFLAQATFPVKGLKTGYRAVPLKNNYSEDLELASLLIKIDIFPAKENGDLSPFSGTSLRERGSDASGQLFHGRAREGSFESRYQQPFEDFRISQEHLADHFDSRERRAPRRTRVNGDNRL
# DAX1 inh-1 = DAX1 (NR0B1) inhibitors on StAR promoter, primary screen, cell-based, luminescence, SF-1 (NR5A1), full-length DAX-1; HEK293T StAR-luciferase reporter, SF-1/DAX-1 repression relief; hit rate 1.1% among 370,000; AID 652010, 2013; inhibition, % at 6.8 µM;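 active means inhibition above the mean over all tested compounds plus 3 SD, cut at about 3.6% in these data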;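 further: 0% = DAX-1 cells with DMSO and 100% = cells lacking DAX-1 with DMSO; higher inhibition means more luminescence from relief of DAX-1 repression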
# ssDAF-12 act = S. stercoralis DAF-12 nuclear receptor activators, primary screen, cell-based, luminescence, HEK293, GRIP1 co-expression, lit1-tk-luc; HEK293 ssDAF-12/GRIP1 lit1-tk-luc reporter; % of 3 µM dafachronic acid response; hit rate 1% among 370,000; activation, % at 6.8 µM; Nuclear hormone receptor DAF-12 (Strongyloides stercoralis);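 active means activation above the mean over all tested compounds plus 3 SD, cut at about 0.9% in these data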;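 further: 0% = DMSO-only wells and 100% = 3 µM delta7-dafachronic acid wells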
# hgDAF12 agonist = H. glycines DAF-12 receptor agonists, primary screen, cell-based, luminescence, HEK293, GAL4 fusion, UAS-luciferase | hit rate 1.8% among 370,000 | Nuclear hormone receptor DAF-12 (Heterodera glycines), GAL4 fusion | HEK293 GAL4-hgDAF12 UAS-luciferase reporter, agonist luminescence; normalized to butyrate control | activation, % at 6.8 µM;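 active means activation above a cutoff set at the mean of all screened compounds plus 3 SD, cut at about 10% in these data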;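 further: 0% = DMSO wells and 100% = sodium butyrate wells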
# PLC-beta3 inh = human PLC-beta3 inhibitors, primary screen, biochemical, fluorescence; 1-phosphatidylinositol 4,5-bisphosphate phosphodiesterase beta-3 (Homo sapiens), Q01970; Purified PLC-beta3, fluorogenic substrate; inhibition, % at 12.2 µM; hit rate 0.18% among 370,000; AID 720704, 2013; in the data active means inhibition above about 11%;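 further: 0% = median of compound wells on plate and 100% = full blocker control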
# DAX1 inh-2 = DAX1 (NR0B1) inhibitors, primary screen, cell-based, HEK293, Gal4-DAX1, luciferase luminescence; HEK293 Gal4-DAX1 luciferase reporter; AID 504766, 2011; Nuclear receptor subfamily 0 group B member 1 (Homo sapiens), P51843; hit rate 0.99% among 340,000; inhibition, % at 6.75 µM;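 active means inhibition above the mean over all tested compounds plus 3 SD, cut at about 4.2% in these data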;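 further: 0% = DAX1-transfected cells with DMSO and 100% = empty-vector control cells with DMSO; inhibition shows as a rise in luminescence from relieved DAX1 repression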
# MBD2 inh = inhibitors of MBD2 binding to methylated DNA, primary screen, biochemical, TR-FRET, DNA-binding domain, human | Methyl-CpG-binding domain protein 2 (Homo sapiens), Q9UBB5 | MBD2 binding to methylated oligonucleotide | inhibition, % at 4.4 µM | hit rate 0.31% among 370,000; in the data active means inhibition above about 13%
# SMARCA2 activ = SMARCA2 (BRM) function activators, primary screen, cell-based, luminescence, high throughput | MG213 cells, MMTV-luciferase reporter, dexamethasone, overnight | activation, % at 9.1 µM | hit rate 1% among 370,000; in the data active means activation above about 7.8%;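 further: 0% = vehicle wells and 100% = reference activator wells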
# Active calls of the source: *; i = inactive; x = no result given; & = joins results of further samples; ! = not confirmed by another sample. Compounds as they come, and some 7.4% of all compounds hit somewhere here.
SMILES	NR1D1 modulator	ADAM17 inh	hcDAF12 agonist	PLC-gamma1 inh	DAX1 inh-1	ssDAF-12 act	hgDAF12 agonist	PLC-beta3 inh	DAX1 inh-2	MBD2 inh	SMARCA2 activ
CCOC(=O)CNC(=S)N(Cc1ccco1)Cc1ccccc1Cl	-3	-2	-1.2	-1	-0.3	-1.3	0.1	-3	-0.6	0	0
Cc1ccc(-c2c[n+](Cc3ccc(Cl)cc3)c3n2CCC3)cc1	-8	1	-1.6	-2	-0.7	-2.2	-6.0	-4	0.4	-3	-5
COC(=O)c1cccc(NC(=O)C2CCCN2C(=O)c2cccs2)c1 (centres undefined)	1	-2	0.2	-2	-0.4	-1.1	0.5	-4	-0.3	0	-4
COC(=O)C1=C(C)N(c2ccc(OC)cc2)C(C)=C(C(=O)OC)C1c1ccc(OC)cc1	-1	1	-0.5	1	0.6	-0.3	-1.7	-7	x	-2	-1
CCCCn1c(N)c(NCCC)c(=O)[nH]c1=O	-10	-11	-1.9	-3	0.1	-0.2	0.8	-3	-0.2	-7	-1
C#CCN1C(=O)S/C(=C\c2ccc(N3CCOCC3)cc2C)C1=O	5	-3	-1.7	-6	-0.2	-0.1	4.2	-4	4.2	4	2
Cc1ccc(Cl)cc1NC(=O)C1CCCCC1C(=O)O (centres undefined)	-7	-2	-1.1	1	0.8	-2.1	0.9	-2	0.4	0	0
CCN(CC(=O)Nc1ccccc1C(F)(F)F)C(=O)c1ccc(NC(=O)c2cccs2)cc1	-10	2	-1.3	2	-0.8	-1.6	-2.8	5	-1.5	-7	-1
COc1ccc2c(c1)[C@@]1(OCCC=C[C@H]1C)C(=O)N2C/C=C(\C)CCC=C(C)C	0	-2	-2.0	-4	0.2	-0.9	0.1	2	x	-2	5
Cc1cc(/C=N/n2cnnc2)c(C)n1-c1ccc(OCc2ccccc2F)cc1	1	2	-1.6	-5	0.1	-1.9	2.0	-8	-1.3	2	-4
CCc1nc2ccccc2n1CC(O)COCC1CC=CCC1 (centres undefined)	4	1	0.0	1	-0.1	-1.9	-3.4	5	0.3	1	-1
CCOCCn1ccc2c(OCC(=O)Nc3ccc(OC)c(OC)c3)cccc2c1=O	-2	-5	-1.3	-2	-3.3	-1.3	-0.2	-5	-3.8	-2	-2
COC(=O)Nc1nnc(Cc2ccccc2)s1	0	0	-0.3	-1	-0.1	-1.2	0.5	1	0.1	-1	0
CCc1ccc(N2CC(C(=O)N/N=C/c3ccccc3OC)CC2=O)cc1 (centres undefined)	4	-6	-3.3	-2	-0.3	-1.5	-0.7	-10	0.5	-3	-4
Cc1cc(C)c(C#N)c(SCc2ccc3c(c2)OCO3)n1	1	-1	-3.4	-3	-0.1	-1.3	-2.9	-5	-0.1	-2	-1
COC(=O)c1ccn(CSc2c(F)c(F)cc(F)c2F)n1	-1	-1	-1.9	3	1.5	-1.1	2.0	-3	0.8	-2	-3
CCCCNc1cc(Cl)nc(N)n1	-2	-2	2.4	-3	0.0	-2.1	-0.8	-9	-0.7	-3	-1
CN(CC(=O)Nc1ccccc1Br)C(=O)CCc1ccccc1	2	3	-1.1	-1	-0.4	-1.5	0.8	0	-0.9	-3	-4
Fc1ccc(-n2c(-c3ccco3)nc3nc4ccccc4nc32)cc1	4	i	-1.4	-224	0.2	-0.6	-0.1	-305	0.2	-2	1
CCCCCCOc1ccc(N2C(=O)CC(NCCc3ccc(S(N)(=O)=O)cc3)C2=O)cc1 (centres undefined)	-4	-3	-1.2	-3	-0.8	-1.3	0.0	-1	-0.7	-7	-2
Cc1cc(=O)oc2cc(OC(=O)CCCCCN3C(=O)c4ccccc4C3=O)ccc12	2	-390	-0.4	-289	0.0	-0.9	-0.6	-338	0.7	1	0
Cc1ccc(-n2nnc3c(SCC(=O)NCc4ccco4)ncnc32)cc1	-1	-1	-1.9	-19	-0.4	-0.7	-0.3	-26	-1.7	0	2
O=C(C1CC(c2ccc(F)cc2)=NO1)N1CCN(c2ccccc2)CC1 (centres undefined)	-4	0	1.5	-1	0.6	-1.1	2.1	3	-0.6	-4	-2
CSCCC(C(=O)OCC(=O)c1ccc(C)c(C)c1)N1C(=O)c2cc(Cl)c(Cl)cc2C1=O (centres undefined)	0	3	-1.0	3	0.9	-0.2	0.2	2	0.7	-6	-2
CC(C)(C)[C@@H]1COC(=O)[C@@H](Cc2ccc(F)cc2)CC/C=C\C[C@@H](CC(=O)N(CCO)Cc2ccccc2)C(=O)N1	4	-4	-0.9	0	-0.2	-1.1	-0.2	2	-0.8	-3	-2
COc1ccccc1NC(=O)C(C)NS(=O)(=O)c1ccc(Cl)cc1 (centres undefined)	0	-2	-1.7	-2	-0.5	-0.6	3.9	1	-0.6	1	1
COc1ccc(NC(=O)Nc2cccc3c2O[C@H](CN(C)S(=O)(=O)c2ccc(OC)cc2)[C@@H](C)CN([C@H](C)CO)C3=O)cc1	1	-1	-0.9	0	-0.3	-0.8	-5.1	-2	-0.5	-1	-4
COC(=O)c1sccc1NN1C(=O)c2ccccc2C1=O	-1	-4	1.0	2	0.6	-0.4	2.5	-7	2.7	6	-4
Cc1ccc(OCC(=O)NNc2c3ccccc3nc3ccccc23)cc1	-5	-143	-4.2	-60	-1.5	-1.7	-4.4	-72	-1.9	-12	-5
CC(=O)Nc1ccc(C(=O)N2CCCCC2c2cc(C(=O)NCc3ccc(F)cc3)no2)cc1 (centres undefined)	-1	-3	-0.9	1	-1.6	-1.9	-1.1	0	x	-1	-1
O=C(C1CC1)n1cc(C(=S)N2CCOCC2)c2ccccc21	-6	1	-0.3	5	-0.1	-1.3	-0.5	6	-0.6	-3	2
O=S(=O)(Nc1ncnc2sc3c(c12)CCC3)c1ccc(Cl)s1	1	-6	3.0	-40	-0.5	-0.3	2.5	-54	0.1	-3	-2
O=C(NCc1ccccc1)c1onc(CSc2nc3ccccc3[nH]2)c1C(=O)NCc1ccccc1	-1	7	0.9	7	-0.4	-1.0	-0.2	9	-0.2	2	0
CCCCCCCC(=O)Nc1cc(C(=O)NCCC)ccc1N1CCC2(CC1)CC(c1cccc(Br)c1)=NO2	-4	-3	-1.2	-2	-0.1	-1.4	-1.3	-1	0.5	1	0
Cc1csc(=O)n1CCC(=O)OCC(=O)Nc1ccc(S(N)(=O)=O)cc1	-8	-5	1.2	-2	-0.8	-1.1	0.2	-5	0.4	1	-1
COc1cccc(NC(=O)N(C)C[C@H]2Oc3cc(Br)ccc3S(=O)(=O)N([C@H](C)CO)C[C@H]2C)c1	2	-1	-0.1	5	0.1	-0.7	-1.7	3	1.1	-1	-2
COc1cc(CN2CCN(c3ccccc3F)CC2)c([N+](=O)[O-])cc1OC	4	-5	-1.9	-3	-0.6	-0.4	3.2	-4	-0.8	-3	-3
CCOC(=O)/C(C#N)=N/Nc1ccc(S(=O)(=O)Nc2cc(OC)nc(OC)n2)cc1	-4	1	0.5	2	0.4	-0.4	-1.4	-7	x	-6	-1
CNc1nnc(-c2cc3cc(Cl)ccc3oc2=O)s1	-26	1	-0.3	-226	0.6	-0.9	3.3	-260	1.8	-3	9.7*
Cc1ccc(OCCn2c(NC(=O)c3ccco3)nc3ccccc32)cc1	30*	0	-0.2	-2	-0.7	-1.2	-0.4	-2	-0.7	4	1
Cc1cc(C(=O)OCC(=O)NC2CC2)c2ccccc2n1	1	-7	0.7	-7	-0.5	-0.3	2.3	-14	-0.8	4	0
COC(=O)c1ccc(C(C(=O)NC2CCCCC2)N(C(=O)Cc2cccs2)C2CC2)cc1 (centres undefined)	5	3	-1.8	-1	-0.8	-0.9	0.4	-1	-1.4	4	-2
Cc1ccc(C)c(NC(=O)CN(C)C(=O)c2cc(S(=O)(=O)N3CCOCC3)ccc2N2CCCC2)c1	1	0	-1.7	0	0.6	-0.7	-2.3	-6	-0.6	3	-2
CCc1ccc2c(c1)C(=O)C[C@]1(CCC[C@H](C)C1)O2	1	-5	-0.6	-3	-0.1	-0.8	3.4	-2	0.6	-4	2
CCCCN(CC)CCNC(=O)c1cc2c(=O)n(CC)c3ccccc3c2s1	1	-256	2.5	-96	0.8	-0.4	-2.0	-141	2.9	-7	4
CCCNC(=O)c1cc(S(=O)(=O)N2CCCCC2)ccc1N1CCOCC1	-4	-1	-0.2	1	0.4	-1.2	3.8	-8	-0.4	3	2
CCOC(=O)c1c(-c2ccco2)csc1N	2	-4	0.1	-23	-0.7	-0.7	-0.9	-29	1.7	-1	0
CCOC(=O)CS(=O)(=O)c1ccc(O)cc1	3	-2	0.3	-2	-0.2	-1.0	0.6	3	-0.7	0	1
Cc1ccc(-c2ccc(/C=N/O)o2)cc1[N+](=O)[O-]	-3	1	0.2	1	-0.1	-1.6	13*	3	-1.8	-7	5
COc1cc(/C=N/N2CCN(c3ccccc3)CC2)ccc1OC(C)=O	3	-4	-1.2	0	0.2	-0.9	-0.3	-6	-0.3	-1	3
Cc1csc(NC(=O)CSc2nnc(-c3ccc(Cl)cc3)n2N)n1	-2	-4	-1.6	10*	-0.7	-1.0	0.1	-6	0.0	11	0
C[N+](C)(C)CCOC(=O)CCC(=O)OCC[N+](C)(C)C	-1&-4	-4&0	-1.0&-0.1	2&0	0.6&-0.4	-0.7&-1.0	11*!	-1&-3	-0.2	0&3	-3&4
CN(Cc1ccc(Cl)cc1)C(=O)c1cc(S(=O)(=O)N2CCOCC2)ccc1N1CCCC1	-3	-2	0.9	-2	-0.2	-1.4	-2.0	1	-0.3	-1	-1
C=CC(=O)Nc1sc2c(c1C(N)=O)CCCC2	-6	-1	-2.4	1	-0.9	-1.4	-1.9	2	-0.7	-2	1
O=C(NCc1nnc(SCC(=O)N2CCN(c3ccccc3)CC2)o1)c1c(F)cccc1Cl	-5	-2	-0.8	1	-0.9	-1.5	1.8	2	0.9	3	-2
O=C1C(Cc2c[nH]c3ccccc23)NC(=S)N1C1CCCCC1 (centres undefined)	-2	1	-0.3	1	0.2	-1.4	9.1	0	2.9	1	-5
CC1CCN(Cc2nnnn2CCCC(=O)N(C)C(C)c2ccccn2)CC1 (centres undefined)	-1	-2	0.2	1	0.3	-1.5	1.9	-4	0.5	-2	-2
